P. falciparum M1AAP: P. falciparum M1AAP inhibitors, biochemical, fluorogenic H-Leu-NHMec substrate, 1536-well (AID 1445); Aminopeptidase N (Plasmodium falciparum (isolate 3D7)); recombinant M1AAP, H-Leu-NHMec fluorogenic kinetic assay; higher % means a stronger effect; inhibition, % at 30 µM, or IC50 in µM where a hit was titrated; actives 0.42% (n = 220,000);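 active means primary inhibition above the hit cutoff, then over 50% inhibition at one or more dose response concentrations, cut at about 23% in these data, passing the limit was not always enough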;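 further: plate controls were DMSO full reaction for no effect and no enzyme background for full effect; strong numbers were not always called active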
AID2073: inhibitors of Mint1-CaV2.2 protein interaction, biochemical, HTRF (AID 2073); HTRF protein-protein interaction, Mint1-CaV2.2; higher % means a stronger effect; inhibition, % at 20 µM; hits with a dose series show IC50 in µM; actives 0.19% (n = 290,000); in the data active means inhibition mostly above about 51%, no sharp cut-off; further: some results filed as inactive read as strong as hits
NOD1 inhibition: NOD1 signaling inhibitors, primary screen, cell-based, luminescence, uHTS (AID 1578) | NOD1-driven NF-kB luciferase reporter cells, luminescence; higher % means a stronger effect | inhibition, % at 4 µM; hits with a dose series show EC50 in µM | actives 1% (n = 290,000); in the data active means inhibition mostly above about 36%, no sharp cut-off; inactive means mostly below about 34%;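 further: HEK-293T reporter cells stimulated with the NOD1 agonist gamma-tri-DAP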
P. falciparum M17LAP: P. falciparum M17LAP inhibitors, primary screen, biochemical, fluorogenic H-Leu-NHMec substrate, 1536-well (AID 1619); recombinant M17LAP, H-Leu-NHMec fluorogenic kinetic assay; higher % means a stronger effect; inhibition, % at 30 µM; hits with a dose series show IC50 in µM; actives 0.38% (n = 220,000);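 active means compound inhibiting the enzyme by more than half at any dose during confirmatory dose-response retesting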;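 further: plate controls were full reaction with DMSO carrier for no effect and no enzyme background for full effect; strong numbers were not always called active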
HEK293 NOD2/NF-kB: NOD2 signaling inhibitors, cell-based, luminescence, uHTS, HEK293 (AID 1566). HEK293 NOD2/NF-kB luciferase reporter, luminescence; higher % means a stronger effect. one-dose inhibition, % at 4 µM; EC50 in µM for titrated hits. actives 0.63% (n = 290,000); further: many of its hits are not listed in these tables
KOR beta-arrestin-1: KOR antagonists, beta-arrestin recruitment, cell-based, luminescence, uHTS (AID 1778); one-dose inhibition, % at 10 µM; IC50 in µM for titrated hits; Kappa-type opioid receptor (Homo sapiens); actives 0.091% (n = 290,000); KOR beta-arrestin recruitment, luminescence, antagonist mode; higher % means a stronger effect; further: strong numbers were not always called active
Dynein transport: inhibitors of GR-EGFP nuclear translocation, primary screen, dynein cargo transport inhibitor project, imaging, high-content, 3617.4 mouse cells | test concentration mostly 20 µM; stimulated with dexamethasone, 1 µM; stronger effect = lower value | z-score, hits read low | actives 0.47% (n = 220,000) | AID 1381, 2008;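 active means plate z-score of nuclear minus cytoplasmic receptor signal below a set negative limit, without overly bright fluorescence or cell loss, cut at about -3.5 in these data, passing the limit was not always enough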;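 further: z-score of nuclear minus cytoplasmic ring GR-EGFP intensity difference per well; some compounds called inactive have numbers as strong as hits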
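Buffer or medium: tet-free medium with charcoal-stripped serum / Also added: dexamethasone agonist, 1.0 µM final, for 30 min / Timing: induction 48 h, compound 1 h, agonist 30 min / Measured by: high-content fluorescence imaging after fixation / Read-out: nuclear-to-cytoplasmic GR-EGFP distribution per well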
GPR55 activation: GPR55 agonists via beta-arrestin recruitment, primary screen, imaging, U2OS cells, beta-arrestin-GFP redistribution (AID 1961) | G-protein coupled receptor 55 (Homo sapiens) | U2OS GPR55 beta-arrestin-GFP redistribution imaging; higher % means a stronger effect | activation, % at 10 µM, or EC50 in µM where a hit was titrated | actives 0.048% (n = 290,000);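 active means activation above 40% with more than 50 cells counted in the well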;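 further: U2OS osteosarcoma cells stably expressing GPR55 and beta-arrestin-GFP; plate controls were DMSO negative control for no effect and LPI positive control for full effect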
KOR beta-arrestin-2: KOR agonists, beta-arrestin recruitment, primary screen, cell-based, luminescence, uHTS (AID 1777); actives 0.02% (n = 280,000); KOR beta-arrestin recruitment, luminescence; higher % means a stronger effect; one-dose activation, % at 10 µM; EC50 in µM for titrated hits; in the data active means activation above about 50%, passing the limit was not always enough; further: a part of the inactive calls stands beside numbers as strong as those of hits
Dynein transport cytoplasmic EGFP: recorded beside Dynein transport, whose call it bears; z-score; measured here: cytoplasmic GR-EGFP intensity; stronger effect = higher value
Dynein transport nuclear GR-EGFP: further read-out of Dynein transport, marked with its call; z-score; measured here: nuclear GR-EGFP intensity;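 lower value marks the stronger effect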
Dynein transport cell count: also measured in Dynein transport; calls as there; z-score; measured here: cell count per field
The depositor's hits bear a star; · = not tested or not shown; [ ] = dose if it differs, or a comment. Unless noted, no stated cut-off is given here; in the data, active means inhibition above about 50%; inactive means the rest. These rows are one share of the data, so the mix of outcomes need not match the whole.

P. falciparum M1AAP,AID2073,NOD1 inhibition,P. falciparum M17LAP,HEK293 NOD2/NF-kB,mol,KOR beta-arrestin-1,Dynein transport,Dynein transport cytoplasmic EGFP,Dynein transport nuclear GR-EGFP,Dynein transport cell count,GPR55 activation,KOR beta-arrestin-2
-1%,7%,-10%,1%,1%,Cn1c(Cl)c(/C=N/OC(=O)c2cccc(Cl)c2)c2ccccc21,-20%,0.55,-0.14,0.97,-0.99,0.2%,0.8%
4%,4%,-12%,18%,-9%,O=C(O)C1CCN(C(=O)COc2ccc3c4c(c(=O)oc3c2)CCC4)CC1,-14%,-0.45,-0.16,0.015,0.68,0.2%,-4.5%
·,8%,8%,·,19%,Cn1c(SCC(=O)Nc2ccccc2F)nc2c(c1=O)SCC2,15%,·,·,·,·,-0.1%,-1.7%
6%,2%,-2%,4%,20%,Cc1cc2ncc(C(=O)Nc3ccsc3C(=O)O)c(C)n2n1,-59%,1.8,-0.14,1,-0.78,0.1%,2.3%
-6%,-6%,-12%,-5%,4%,C=CCn1c(C(C)C)nc2ccccc21,-23%,0.52,-0.26,0.27,-0.57,0.1%,4.0%
·,11%,6%,·,8%,Cc1ccc(-n2nnnc2SCC(=O)NC2CC2)cc1C,-5%,·,·,·,·,0.3%,10%
1%,7%,-6%,-3%,10%,CSc1ccc(CN2CCN(C(C)C)C(CCO)C2)cc1 (centres undefined),-21%,-0.63,-0.28,-0.33,0.77,0.4%,2.0%
-1%,12%,-14%,0%,2%,CC(Sc1nnc(NC(=O)c2cc3ccccc3oc2=O)s1)c1ccccc1 (centres undefined),-37%,-1.3,-0.25,-0.8,0.68,0.2%,31%
5%,25%,-39%,18%,-55%,Cc1cc(C(=O)CN2CCCC(C)C2)c(C)n1-c1ccc(F)cc1 (centres undefined),17%,-0.86,-0.29,-0.66,0.61,0.3%,2.4%
10%,-3%,8%,20%,4%,CCOc1ccc(OCC)c(NS(=O)(=O)c2ccc3c(c2)n(C)c(=O)c(=O)n3C)c1,-30%,1,-0.27,1,0.96,0.3%,4.0%
·,5%,-35%,·,-12%,CC1=CCC2C(=O)N(c3cccc(C(=O)Nc4ccc(Cl)cc4)c3)C(=O)C2C1 (centres undefined),2%,·,·,·,·,0.2%,-1.5%
1%,11%,-14%,16%,-7%,CCC(C)NCCCOc1c(C)cc(C)cc1Br (centres undefined),24%,0.33,-0.24,0.23,0.2,0.1%,5.9%
10%,-16%,-13%,13%,16%,COc1ccc(NC(=S)N2CCCN(Cc3cccc(Cl)c3)C2)cc1,11%,-0.7,-0.1,-0.24,0.53,-0.3%,-5.5%
-14%,-6%,4%,2%,14%,COc1cc(C(=O)NC2CCN(Cc3nnnn3Cc3ccc(F)cc3)CC2)cc(OC)c1OC,-29%[20 µM],1.1,-0.14,0.83,-1.1,0.2%,·
7%,6%,27%,-6%,23%,COc1ccccc1C1(CC(=O)Nc2nccs2)CCOC(C(C)C)C1 (centres undefined),4%,-0.98,-0.23,0.16,1.8,0.2%,-0.5%
5%,13%,-17%,3%,7%,O=C(CCCN1C(=O)c2ccccc2C1=O)N1CCOCC1,-22%,-0.77,-0.19,-0.25,0.18,0.3%,-4.2%
11%,8%,-4%,-3%,8%,Cc1cccc(C)c1OCC(O)CNS(=O)(=O)c1ccccc1C(=O)N1CCCCC1 (centres undefined),-1%,0.77,-0.02,0.3,-0.092,1.0%,2.7%
4%,0%,-20%,6%,14%,CC(OC(=O)c1nn(C(C)C)c(=O)c2ccccc12)C(=O)Nc1ncc(Cl)cc1Cl (centres undefined),13%,2.3,-0.35,1.1,-0.041,-0.2%,8.3%
-1%,-6%,-21%,5%,16%,O=S(=O)(Nc1ncccn1)c1ccc(NC(=S)NCc2cccnc2)cc1,-28%[20 µM],-0.29,-0.34,-0.69,0.71,-0.1%,-2.5%
14%,9%,1%,14%,8%,O=S(Cc1ccccc1)CC(O)(c1ccc(Cl)cc1)c1ccc(Cl)cc1 (centres undefined),-12%,0.36,0.13,0.98,0.3,-0.1%,1.6%

Quoted from the results shown (five entries):
P. falciparum M1AAP,AID2073,NOD1 inhibition,P. falciparum M17LAP,HEK293 NOD2/NF-kB,mol,KOR beta-arrestin-1,Dynein transport,Dynein transport cytoplasmic EGFP,Dynein transport nuclear GR-EGFP,Dynein transport cell count,GPR55 activation,KOR beta-arrestin-2
-1%,7%,-10%,1%,1%,Cn1c(Cl)c(/C=N/OC(=O)c2cccc(Cl)c2)c2ccccc21,-20%,0.55,-0.14,0.97,-0.99,0.2%,0.8%
4%,4%,-12%,18%,-9%,O=C(O)C1CCN(C(=O)COc2ccc3c4c(c(=O)oc3c2)CCC4)CC1,-14%,-0.45,-0.16,0.015,0.68,0.2%,-4.5%
·,8%,8%,·,19%,Cn1c(SCC(=O)Nc2ccccc2F)nc2c(c1=O)SCC2,15%,·,·,·,·,-0.1%,-1.7%
6%,2%,-2%,4%,20%,Cc1cc2ncc(C(=O)Nc3ccsc3C(=O)O)c(C)n2n1,-59%,1.8,-0.14,1,-0.78,0.1%,2.3%
-6%,-6%,-12%,-5%,4%,C=CCn1c(C(C)C)nc2ccccc21,-23%,0.52,-0.26,0.27,-0.57,0.1%,4.0%

Next section.
P. falciparum M1AAP,AID2073,NOD1 inhibition,P. falciparum M17LAP,HEK293 NOD2/NF-kB,mol,KOR beta-arrestin-1,Dynein transport,Dynein transport cytoplasmic EGFP,Dynein transport nuclear GR-EGFP,Dynein transport cell count,GPR55 activation,KOR beta-arrestin-2
-4%,-18%,0%,10%,-18%,N=c1c2c(ncn1CCCO)Oc1c(ccc3ccccc13)C2c1ccccc1 (centres undefined),-12%,1.5,0.13,0.95,0.64,0.4%,0.9%
·,8%,3%,·,24%,CCCC(=O)N1CCc2cc(OC)c(OC)cc2C1COc1ccccc1OC (centres undefined),20%,·,·,·,·,0.4%,2.7%
·,16%,28%,·,-6%,Cc1cc2[nH]c3ccccc3c2cn1,-5%,·,·,·,·,-0.2%,2.7%
4%,-3%,-48%,12%,-10%,COC(=O)c1ccc(SCC(=O)N2CCC(C)CC2)c([N+](=O)[O-])c1,8%,0.3,-0.25,0.45,0.14,0.3%,-5.1%
5%,34%,-21%,0%,7%,CC1=CC2=NC(=O)/C(=C\c3cn(C)c4ccccc34)C(=N)N2O1,-55%,1,-0.12,0.49,-0.48,-0.2%,24%
8%,-6%,9%,-11%,4%,CCOCCCNC(=O)C(NC(=O)CNC(C)=O)c1ccc(C)cc1 (centres undefined),1%,-0.68,-0.35,-0.34,0.78,-0.1%,-1.1%
16%,44%,-1%,1%,19%,Nc1c(C(=O)N2CCOCC2)sc2nc(N3CCOCC3)c3c(c12)CCCC3,16%,0.54,-0.31,0.21,-0.042,0.3%,1.0%
0%,8%,-40%,-16%,6%,Cc1cccc(NC(=O)Nc2ccc(Oc3c(F)c(F)c(F)c(F)c3F)cc2)c1,-30%,-0.55,-0.087,-0.052,0.59,-0.1%,1.5%
2%,10%,-2%,-10%,16%,CC(=O)N1CCN(C(=O)COc2ccc(Br)cc2)CC1,-15%,-0.37,-0.22,0.32,0.58,-0.1%,-1.2%
10%,-3%,-68%,14%,-110%,CC1=CC(c2ccccc2)=Nc2ccc(C)cc2N1,-8%,-1.1,-0.3,-0.76,1.2,0.1%,0.5%
13%,-4%,22%,10%,7%,COc1ccccc1/C=C/CN1CCN(c2ccccc2)CC1,-27%,0.84,0.057,0.28,0.37,0.3%,-6.2%
-5%,-1%,-47%,4%,24%,COc1ccc2nc(NC(=O)CCNC(=O)c3ccccc3Cl)sc2c1,-10%,1.4,-0.18,1.2,-1.2,0.4%,6.0%
-2%,-33%,-73%,8%,-30%,O=C(CC1C(=O)N(c2ccc(Cl)cc2)C(=S)N1CCc1ccncc1)Nc1ccc(F)cc1 (centres undefined),-31%,0.44,-0.19,0.65,0.64,-0.1%,5.9%
7%,-10%,4%,5%,13%,O=C(Oc1ccc(=O)n(-c2ccccc2)n1)c1cccc(Cl)c1,-42%,-0.61,-0.24,-0.87,0.96,0.0%,5.1%
2%,0%,-11%,-2%,4%,Cc1ccc(C(=S)N2CCN(Cc3ccccc3)CC2)cc1,-18%,-0.62,-0.27,-0.12,0.55,0.4%,-2.3%
-7%,0%,-17%,0%,0%,CN1CCN(c2ccccc2NC(=O)C(Cc2ccccc2)n2cccc2)CC1 (centres undefined),-2%,0.22,-0.0028,0.5,-0.73,0.0%,3.4%
·,8%,0%,·,27%,COc1ccccc1CNC(=O)CCCn1nc(C)c2c(C)n(-c3ccccc3)nc2c1=O,9%,·,·,·,·,-0.1%,0.2%
5%,-3%,-11%,1%,11%,CC(OC(=O)c1nsc(Cl)c1Cl)C(=O)NCc1cccs1 (centres undefined),2%,-0.4,-0.091,-0.28,0.42,-0.2%,-1.2%
2%,0%,-11%,-7%,5%,Cc1cc(C)n(C(=O)c2cccc(S(=O)(=O)N3CCCC3)c2)n1,0%,-0.9,-0.25,-0.028,1.5,0.2%,-2.8%
·,10%,6%,·,13%,Cc1cc2[nH]c(=O)c(=O)[nH]c2cc1S(=O)(=O)N1CCN(c2cccc(C(F)(F)F)c2)CC1,-30%,·,·,·,·,0.5%,-3.0%
1%,22%,-26%,-4%,-7%,O=C(Cn1ncc2c1-c1ccccc1OC2)Nc1ccc(S(=O)(=O)N2CCCCC2)cc1,4%,-0.087,-0.26,-0.026,0.13,-0.1%,11%
7%,1%,-3%,-4%,-1%,CC(/C(O)=C(\C#N)c1nc2ccccc2n1C)N1C(=O)c2ccccc2C1=O (centres undefined),-40%,-0.44,-0.19,-0.27,1,0.3%,-6.7%
·,4%,-10%,·,2%,NC(=O)C1(N2CCCCC2)CCN(S(=O)(=O)c2ccc(Cl)s2)CC1,-34%,·,·,·,·,-0.2%,1.9%
1%,-9%,-21%,9%,13%,COc1cccc(NC(=O)COC(=O)c2ccc(S(=O)(=O)NCc3ccco3)cc2)c1,-20%,0.44,-0.38,0.62,-0.4,0.0%,-0.7%
12%,2%,-19%,8%,8%,Cc1nc2ccc(S(=O)(=O)N(C)CC(=O)Nc3ccccc3F)cc2s1,-7%,-0.57,-0.27,-0.39,0.98,0.5%,7.9%

Screens from PubChem BioAssay.
